Source: PubChem (National Center for Advancing Translational Sciences (NCATS))
CHX counter = Cycloheximide Counterscreen for Small Molecule Inhibitors of Shiga Toxin | cell reporter, cycloheximide protein synthesis inhibition counterscreen | max response, % | 12% of 300,000 active; in the data active means max response mostly above about 13%, no sharp cut-off; inactive means mostly below about 14%; further: read at 38.3 µM for the half of the compounds with a filed dose; 0% is about no effect
HCV inh = qHTS Assay for Inhibitors of Hepatitis C Virus (HCV) | Huh7.5.1 HCVcc-Cre infection, luciferase reporter, 44 h | Potency, µM (doses to about 41.8 µM), without a hit: top-dose activity change, negative = inhibition, usual class: inhibitors | 3.4% of 340,000 active | AID 651820, 2012; further: potency means the concentration at half of the fitted maximal effect; on the % scale 0 is the no-effect control and ±100 the full control effect
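HCVcc-Cre virus at an moi near 0.5 was added right after compound to cells cultured 4 h from seeding (1,000 cells/well). Luciferase activity was determined 44 h later, 15 min after substrate addition at RT.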
Giardia FBPA inh = qHTS Assay for Inhibitors of Fructose-1,6-bisphosphate Aldolase from Giardia Lamblia | A8B2U2 | purified Giardia FBPA | Potency, µM (titrated, usually from 59.6 µM), inactives show at the highest dose activity, negative = inhibition, usual class: inhibitors | 0.71% of 290,000 active | AID 2451, 2010; further: potency means the concentration at half of the fitted maximal effect; on the % scale 0 is the no-effect control and ±100 the full control effect; nearly all actives have a fitted effect of over 55% in size
Target sequence (A8B2U2 whole entry, looked up): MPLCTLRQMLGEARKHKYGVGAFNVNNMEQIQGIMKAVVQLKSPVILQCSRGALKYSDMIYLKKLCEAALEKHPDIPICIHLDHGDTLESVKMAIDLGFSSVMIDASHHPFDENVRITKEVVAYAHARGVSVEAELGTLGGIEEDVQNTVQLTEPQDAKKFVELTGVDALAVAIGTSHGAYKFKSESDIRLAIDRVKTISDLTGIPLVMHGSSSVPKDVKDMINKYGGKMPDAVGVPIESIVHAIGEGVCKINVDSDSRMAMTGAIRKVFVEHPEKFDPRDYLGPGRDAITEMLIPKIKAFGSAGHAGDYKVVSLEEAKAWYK
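Giardia FBPA (40 nM reagent) was preincubated 10 min at RT with compound (up to 57.5 uM final), then substrate plus GAPDH/TPI/NAD/arsenate coupling system with diaphorase/resazurin was added; resorufin fluorescence (525/598 nm) was read after 20 min.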
Shiga inhibitor = A qHTS for Small Molecule Inhibitors of Shiga Toxin; inhibition, % at 38.7 µM; Vero cells, Shiga toxin protein synthesis inhibition reporter; 9.2% of 290,000 active; in the data active means inhibition mostly above about 28%, no sharp cut-off; inactive means mostly below about 43%; further: 0% is about no effect
Pf growth 96h = Primary qHTS for delayed death inhibitors of the malarial parasite plastid, 96 hour incubation; P. falciparum luciferase reporter growth, 96 h; Potency, µM (doses to about 28.7 µM), for the others: at the highest dose activity change, negative = inhibition, actives largely listed as inhibitors; 6.9% of 320,000 active; further: potency means the concentration at half of the fitted maximal effect; on the % scale 0 is the no-effect control and ±100 the full control effect
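Infected RBCs, 2% Hct / 0.05% parasitemia final; luciferase-reporter P. falciparum; cpd 96 h, 37 C, 5% CO2; luciferase detection reagent; luminescence.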
Pf growth 48h = Primary qHTS for delayed death inhibitors of the malarial parasite plastid, 48 hour incubation. AID 504832, 2011. 5.9% of 310,000 active. P. falciparum luciferase growth in erythrocytes, 48 h. Potency, µM (highest dose often 28.7 µM), inactives show top-dose activity change, negative = inhibition, most hits filed as inhibitors; further: potency means the concentration at half of the fitted maximal effect; on the % scale 0 is the no-effect control and ±100 the full control effect
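Luciferase-expressing parasites in RBCs, 2% Hct / 0.1% parasitemia final; RPMI 1640 + 0.5% Albumax; 37 C, 5% CO2, one generation; luminescence read-out, lower signal = inhibition.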
* marks the source's active call; other numbers are inactive results; & = joins results of further samples; [ ] = remark or other dose. Unless noted, the call rests on the fitted dose curve; in most records, active means well fitted curve in the direction sought with a large enough effect; inconclusive means small, poorly fitted or top-dose-only effect, or another doubt; inactive means no such curve, though single readings can be large; an effect the other way counts as inactive or inconclusive.

For CC(=O)NC(=O)COC(=O)c1ccc2ncsc2c1 the results were CHX counter 32, HCV inh 9%, Giardia FBPA inh 1%, Shiga inhibitor 18, Pf growth 96h 33% and Pf growth 48h 15%.
`Cc1ccc(-c2cc(C(=O)NC3CCN(Cc4ccccc4)CC3)c3ccccc3n2)cc1` gave HCV inh inconclusive, Pf growth 96h inconclusive and Pf growth 48h 13µM*.
For CC(C)(c1ccccc1)c1ccc(OCCCNCCO)cc1 the results were CHX counter 10, HCV inh inconclusive, Giardia FBPA inh -22%, Shiga inhibitor 5 and Pf growth 96h 2.1µM*.
`Cc1ccc(C(=O)C[n+]2ccc3ccccc3c2)cc1` gave CHX counter 22*, HCV inh inconclusive, Giardia FBPA inh 0%, Shiga inhibitor 45, Pf growth 96h -27% and Pf growth 48h -35%.
Screening Fc1cc2[nH]c(=S)[nH]c2c(Br)c1N1CCSCC1 returned CHX counter 9.2*, HCV inh -2%, Giardia FBPA inh 8%, Shiga inhibitor 47, Pf growth 96h inconclusive and Pf growth 48h -4%.
Screening O=C(/C=C/Nc1ccccc1C(=O)O)c1cccs1 returned CHX counter 33*, HCV inh 30%, Giardia FBPA inh -17%, Shiga inhibitor 75*, Pf growth 96h -30% and Pf growth 48h 60%[activator].
Screening O=C(NCc1ccco1)c1cc(S(=O)(=O)N2CCOCC2)c(Cl)cc1Cl returned CHX counter -1, HCV inh -4%, Giardia FBPA inh 5%, Shiga inhibitor 14, Pf growth 96h 29% and Pf growth 48h -5%.
Screening Cc1ccccc1OCC(=O)NNC(=O)Nc1ccc(Cl)cc1 returned CHX counter 12, HCV inh -27%, Giardia FBPA inh 4%, Shiga inhibitor 16, Pf growth 96h 49%[activator] and Pf growth 48h 26%.
O=C(Nc1ccc(Cl)cc1)[C@@H]1[C@@H]2C(=O)N(c3ccc(Cl)cc3)C(=O)[C@@H]2[C@H]2C=CC=NN21 was read as CHX counter -3, HCV inh inconclusive, Giardia FBPA inh -17%, Shiga inhibitor 23 and Pf growth 48h inconclusive.
Screening COC(=O)CSc1nnc(CNc2ccc(OC)cc2)n1C returned CHX counter -4, HCV inh 17%, Giardia FBPA inh inconclusive, Shiga inhibitor 21 and Pf growth 48h 8%.
Screening Cc1cc(C)cc(N(C(=O)c2sc(C)nc2C)C(C(=O)NCc2ccco2)c2ccccc2)c1 (stereo not drawn) returned CHX counter 6, HCV inh 23%, Giardia FBPA inh 0%, Shiga inhibitor 14, Pf growth 96h 12µM* and Pf growth 48h inconclusive.
Cc1cc(C(=O)COC(=O)C2=COCCO2)c(C)n1-c1ccc2c(c1)OCO2 was read as CHX counter 66*, HCV inh -17%, Giardia FBPA inh -15%, Shiga inhibitor 138* and Pf growth 96h 25%.
For Oc1ccc(-c2nccc(-c3ccccn3)n2)cc1 the results were CHX counter 81*, HCV inh -13%, Giardia FBPA inh -27%, Shiga inhibitor 88*, Pf growth 96h 62%[activator] and Pf growth 48h 214%[activator].
Screening COc1cc(C(=O)Nc2nc(-c3ccc(Cl)cc3)c(C)s2)ccc1OCC(=O)Nc1ccc(F)cc1 returned CHX counter 0, HCV inh inconclusive, Giardia FBPA inh 1%, Shiga inhibitor -2, Pf growth 96h 4.1µM* and Pf growth 48h inconclusive.
For COc1cc(C(=O)OC(C)CN2CCN(C)CC2)cc(OC)c1OC (stereo not drawn) the results were CHX counter -2, HCV inh -8%, Giardia FBPA inh 6%, Shiga inhibitor 12, Pf growth 96h 6%[5.75 µM] and Pf growth 48h 14%.
`CC(Cc1ccccc1)NC=O` (stereo not drawn) gave CHX counter -5, HCV inh 21%, Giardia FBPA inh 2%, Shiga inhibitor -4, Pf growth 96h inconclusive and Pf growth 48h 36%&1%[activator].
`c1ccc(OCCn2cnc3ccccc32)cc1` gave CHX counter 29*, HCV inh inconclusive, Giardia FBPA inh 16%, Shiga inhibitor 18, Pf growth 96h -23% and Pf growth 48h 3%.
Screening Cc1cccc(NC(=O)Cn2c(O)c(N=NC(=O)c3ccccc3O)c3ccccc32)c1 returned CHX counter 1, HCV inh 2%, Giardia FBPA inh -13%, Shiga inhibitor -6, Pf growth 96h 28% and Pf growth 48h 20%.
`FC(F)(F)c1ccc2nnc(-c3c(Cl)cccc3Cl)n2c1` gave CHX counter 5, HCV inh -7%, Giardia FBPA inh 1%, Shiga inhibitor -20, Pf growth 96h 0% and Pf growth 48h 6%.
For CCCCOC(=O)CCn1c(=S)oc2ccccc21 the results were CHX counter 3, HCV inh 15%, Giardia FBPA inh -10%, Shiga inhibitor -2, Pf growth 96h -21% and Pf growth 48h 7%.
Cc1ccc(S(=O)(=O)N2CCN(C3CC(=O)N(Cc4ccccc4)C3=O)CC2)cc1C (stereo not drawn) was read as CHX counter -6, HCV inh -2%, Giardia FBPA inh -1%, Shiga inhibitor -19, Pf growth 96h inconclusive and Pf growth 48h inconclusive.
Screening COc1ccc2[nH]c(C(=O)Nc3ccc(C)c(F)c3)cc2c1 returned CHX counter 36*, HCV inh -9%, Giardia FBPA inh -7%, Shiga inhibitor 69*, Pf growth 96h 39%[activator] and Pf growth 48h 29%.
`C/C(CCc1ccccc1)=N\NC(=O)c1ccccc1` gave CHX counter 30*, HCV inh 11%, Giardia FBPA inh -3%, Shiga inhibitor 90*, Pf growth 96h 22% and Pf growth 48h 33%[activator].
For O=C(CCc1c[nH]c2ccccc12)NCCc1ccc(O)cc1 the results were CHX counter 7, HCV inh 10%, Giardia FBPA inh 11%, Shiga inhibitor 34, Pf growth 96h 11% and Pf growth 48h 13%.
For C=C(C)Cn1c(Sc2nc3ccccc3[nH]2)nc2c1c(=O)[nH]c(=O)n2C the results were CHX counter 18, HCV inh -16%, Giardia FBPA inh -5%, Shiga inhibitor 20 and Pf growth 96h -21%.
For Cc1ccc(N2C(=O)c3ccc(C(=O)N4CCN(c5cccc(C)c5C)CC4)cc3C2=O)cc1 the results were CHX counter -5, HCV inh 7%, Giardia FBPA inh -6%, Shiga inhibitor -6, Pf growth 96h -16% and Pf growth 48h -21%.
`CCN(C(=O)CSc1nc2cc(Cl)ccc2c(=O)n1CC(C)C)C1CCS(=O)(=O)C1` (stereo not drawn) gave HCV inh 8%, Pf growth 96h -2% and Pf growth 48h -4%.
`CCOC(=O)C1C(=O)NC(N2CCCCC2)=NC1C(C)C` (stereo not drawn) gave CHX counter 10, HCV inh 6%, Giardia FBPA inh -2%, Shiga inhibitor 2, Pf growth 96h 7%[5.75 µM] and Pf growth 48h 25%.
`CN(C1=C(NC(=O)c2ccccc2)C(=O)c2ccccc2C1=O)C1CCS(=O)(=O)C1` (stereo not drawn) gave CHX counter 39*, HCV inh inconclusive, Giardia FBPA inh 0.63µM*, Shiga inhibitor 75*, Pf growth 96h 5.2µM* and Pf growth 48h 4.7µM*.
`Cc1ccc(Nc2nc(-c3sc(NC(=O)c4cccc(Cl)c4)nc3C)cs2)cc1` gave CHX counter 17, Giardia FBPA inh 0%, Shiga inhibitor 1, Pf growth 96h 4.1µM* and Pf growth 48h 2.3µM*.

Pulled by compound from the list above:
`FC(F)(F)c1ccc2nnc(-c3c(Cl)cccc3Cl)n2c1` gave CHX counter 5, HCV inh -7%, Giardia FBPA inh 1%, Shiga inhibitor -20, Pf growth 96h 0% and Pf growth 48h 6%.
For O=C(CCc1c[nH]c2ccccc12)NCCc1ccc(O)cc1 the results were CHX counter 7, HCV inh 10%, Giardia FBPA inh 11%, Shiga inhibitor 34, Pf growth 96h 11% and Pf growth 48h 13%.
`c1ccc(OCCn2cnc3ccccc32)cc1` gave CHX counter 29*, HCV inh inconclusive, Giardia FBPA inh 16%, Shiga inhibitor 18, Pf growth 96h -23% and Pf growth 48h 3%.

(listing goes on)
Cn1c(=O)c2[nH]c(CN3CCN(Cc4ccccc4)CC3)nc2n(C)c1=O was read as CHX counter -2, HCV inh 12%, Giardia FBPA inh inconclusive, Shiga inhibitor 14, Pf growth 96h 89%[activator] and Pf growth 48h -10%.
Screening COCCCN(C(=S)NC(=O)C(C)(C)C)c1c(N)n(Cc2ccccc2)c(=O)[nH]c1=O returned CHX counter -2, HCV inh 11%, Giardia FBPA inh -19%, Shiga inhibitor -2, Pf growth 96h -3% and Pf growth 48h -2%.
For COc1cc(C2CC(=O)N(CC(=O)NCc3ccco3)c3ccccc3S2)cc(OC)c1OC (stereo not drawn) the results were CHX counter 8, HCV inh inconclusive, Giardia FBPA inh inconclusive, Shiga inhibitor -4, Pf growth 96h 85%[activator] and Pf growth 48h 10µM*.
For O=C(Nc1nnc(Cc2ccccc2F)s1)Nc1ccccc1F the results were CHX counter 14, HCV inh -12%, Giardia FBPA inh 2%, Shiga inhibitor 26, Pf growth 96h inconclusive and Pf growth 48h 13%.
Screening N#CCCn1cc(C=O)c(-c2cccs2)n1 returned CHX counter -1, HCV inh 11%, Giardia FBPA inh 0%, Shiga inhibitor -37, Pf growth 96h 35%[activator] and Pf growth 48h 5%.
For Nc1cc(C(F)(F)F)ccc1OCC1CCCO1 (stereo not drawn) the results were CHX counter 26*, HCV inh 2%, Giardia FBPA inh 5%, Shiga inhibitor 21*, Pf growth 96h -21% and Pf growth 48h 2%.
COc1ccc(NC(=O)/C(=C/c2ccc3c(c2)OCO3)NC(C)=O)cc1 was read as CHX counter 72*, HCV inh -1%, Giardia FBPA inh 2%, Shiga inhibitor active, Pf growth 96h 460%[activator] and Pf growth 48h 61%[activator].
`Cc1cccc(NC(=O)CNC(=O)Cc2ccc(S(=O)(=O)N3CCOCC3)s2)c1C` gave HCV inh 5%, Pf growth 96h -1% and Pf growth 48h inconclusive.
CCOc1ccc(NC(=O)C[n+]2ccccc2)cc1 was read as CHX counter -1, HCV inh 40%[activator], Giardia FBPA inh -11%, Shiga inhibitor 2, Pf growth 96h 38%[activator] and Pf growth 48h -2%.
`Cc1ccc2c(c1)NC(=O)C(CC(=O)NCCCN1CCN(C3CCCCC3)CC1)O2` (stereo not drawn) gave CHX counter 4, HCV inh -21%, Giardia FBPA inh 8%, Shiga inhibitor 9, Pf growth 96h inconclusive and Pf growth 48h 0%.
`Cc1cc2cc(CNS(=O)(=O)N(C)C)ccc2[nH]1` gave CHX counter -1, HCV inh -17%, Giardia FBPA inh inconclusive, Shiga inhibitor -8, Pf growth 96h -23% and Pf growth 48h -21%.
For Cc1cccc(OCc2nnc(SCC(=O)NC3CCCC3)n2C)c1 the results were CHX counter -2, HCV inh -29%, Giardia FBPA inh 8%, Shiga inhibitor 9, Pf growth 96h -5% and Pf growth 48h -4%.
`Cc1ccc(C(=O)Nc2nc(=O)n(C(=O)C3CC3)s2)cc1` gave CHX counter 16*, HCV inh inconclusive, Giardia FBPA inh -17%, Shiga inhibitor 20, Pf growth 96h 12% and Pf growth 48h 15%.
COc1cccc(CNC(=O)c2cccc(NC(=O)C3=C(C)OCCS3)c2)c1 was read as CHX counter 9, HCV inh inconclusive, Giardia FBPA inh 7%, Shiga inhibitor 4, Pf growth 96h 16% and Pf growth 48h -13%.
For COc1ccc2c(C)cc(SCC(=O)Nc3ncc(Cl)cc3Cl)nc2c1 the results were CHX counter -1, HCV inh -5%, Giardia FBPA inh -17%, Shiga inhibitor -9, Pf growth 96h 29% and Pf growth 48h 2%.
`CCCNC(=O)NC(=O)CSc1cccc(C(F)(F)F)c1` gave CHX counter 6, HCV inh 5%, Giardia FBPA inh 0%, Shiga inhibitor 16, Pf growth 96h 12% and Pf growth 48h 20%.
For Cc1ccc(NC(=O)C2CCCO2)cc1[N+](=O)[O-] (stereo not drawn) the results were CHX counter 28*, HCV inh -14%, Giardia FBPA inh 5%, Shiga inhibitor 31, Pf growth 96h 2.6µM* and Pf growth 48h 45%[activator].
